# RECQ1 inh: blocks DNA unwinding by human RECQ1. Potency, µM (titrated, usually from 57.3 µM), for the others: at the top dose activity, negative = inhibition, most hits filed as inhibitors. RECQ1 DNA unwinding, red fluorescence kinetic read. AID 2549. 240,000 tested, 0.54% active. P46063;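 note: plate controls were vehicle for no effect and no enzyme for full effect; nearly all actives have a fitted effect of over 30% in size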
#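 50 nM RECQ1T1 preincubated 15 min with compound in Tris pH 8.0 buffer with MgCl2, DTT, Tween-20 and 2.5 ug/ml poly(dI-dC); started with 200 nM TAMRA/BHQ-2 forked duplex and 2 mM ATP. Unwinding read as fluorescence (525/598 nm), two reads 2 h apart.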
# TR SRC2 fluor cs: Texas Red fluorescence interference in TRb-SRC2 counter-screen; TRb/SRC2 Texas Red total fluorescence interference; Potency, µM (doses to about 106 µM), for the others: at the highest dose fluorescence change, negative = quenching; 280,000 tested, 0.29% active; AID 1479; active = well fitted curve in either direction with a large enough effect; inconclusive = small, poorly fitted or top-dose-only effect
#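 Human TRβ ligand-binding domain (0.6 uM) and Texas Red SRC2 peptide (20 nM) in Tris buffer with 1 uM T3 and 5% DMSO were incubated with pinned compound for 5 hr at ambient temperature. Total fluorescence was computed as S + 2P (555/632 nm).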
# GoLoco inh red: blocks human Gai1 binding to RGS12 GoLoco peptide, red readout | P63096 | Gai1:RGS12 GoLoco peptide FP, rhodamine, 10 min | Potency, µM (highest dose often 61.6 µM), inactives show at the highest dose activity, negative = inhibition, actives largely listed as inhibitors | 230,000 tested, 0.44% active | AID 880; active = well fitted inhibition curve with a large enough effect, not every such curve was filed as active; inactive = no such curve, though single readings can be large or run the other way; note: nearly all actives have a fitted effect of over 30% in size; many of its hits are not listed in these tables
# KDM4E inh: JMJD2E (human) inhibition | JMJD2E catalytic domain, FDH-coupled NADH fluorescence (FDH is formaldehyde dehydrogenase) | AID 2147 | 230,000 tested, 1.6% active | Potency, µM (top dose mostly 57.1 µM), inactives show top-dose activity change, negative = inhibition, most hits filed as inhibitors; active = well fitted inhibition curve with a large enough effect, not every such curve was filed as active; inconclusive = small, poorly fitted or top-dose-only effect, or another doubt; inactive = no such curve, though single readings can be large or run the other way;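 note: 0% = wells with enzyme and -100% = buffer wells without enzyme; nearly all actives have a fitted effect of over 50% in size; many of its hits are not listed in these tables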
# TRb SRC2 PPI: TRbeta-SRC2 interaction inhibition; 280,000 tested, 0.065% active; TRbeta-SRC2 peptide binding, fluorescence polarization; receptor liganded with 1 µM T3; Potency, µM (top dose mostly 106 µM), for inactives: at the top dose activity change, negative = inhibition, actives largely listed as inhibitors;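 note: plate controls were bound peptide for no effect and peptide without receptor for full effect; nearly all actives have a fitted effect of over 50% in size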
#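 Compounds were added to 0.6 uM TRb ligand-binding domain and 20 nM Texas Red-labeled SRC2 peptide in Tris buffer containing 1 uM T3, incubated 5 hr at ambient temperature, then read by fluorescence polarization.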
# Tau ThT inhib: tau fibrillization inhibition (ThT binding) | P10636 | recombinant tau K18 P301L, heparin-induced fibrillization, ThT fluorescence | 270,000 tested, 2.1% active | Potency, µM (series often up to 57.4 µM), for inactives: at the highest dose activity, negative = inhibition, most hits filed as inhibitors | AID 1460; note: nearly all actives have a fitted effect of over 55% in size
#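 ThT emission at 510 nm, taken 1 hr after adding 30 uM dye, quantifies aggregates formed when 20 uM heparin acts on human tau K18 P301L for 6 hr at 37 C.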
# Tau fibril FP: tau fibrillization inhibition (FP); Potency, µM (titrated, usually from 57.7 µM), inactives show at the top dose activity, negative = inhibition, most hits filed as inhibitors; P10636; 280,000 tested, 0.39% active; K18 P301L tau heparin fibrillization, Alexa594 FP, 6 h; note: nearly all actives have a fitted effect of over 55% in size
#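 Compound effects on tau fibrillization are measured by Alexa 594 fluorescence polarization (ex 555, em 632 nm). K18 P301L tau is used at 15 uM with 0.24 uM labeled tracer, and 20 uM heparin induces aggregation over 6 hr at 37 C.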
# L3MBTL1 inh: blocks human L3MBTL1; Q9Y468; AlphaScreen L3MBTL1–H3K9me1 peptide binding; Potency, µM (top dose mostly 57.1 µM), for the others: top-dose activity, negative = inhibition, usual class: inhibitors; 230,000 tested, 0.66% active; AID 485360; note: nearly all actives have a fitted effect of over 60% in size
#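 L3MBTL1 50 nM + b-AHA-H3(1-15)K9me1 75 nM, 30 min RT; compound added, 30 min RT; streptavidin donor/Ni-chelate acceptor beads 10 ug/mL each final, 30 min RT dark; AlphaScreen read.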
# The depositor's hits bear a star; i = inactive; ? = inconclusive; nt = no result given; [ ] = another dose, or the depositor's remark. Unless noted, calls come from the whole dose curve; as a rule, active = well fitted curve in the direction sought with a large enough effect; inconclusive = small, poorly fitted or top-dose-only effect, or another doubt; inactive = no such curve, though single readings can be large; an effect the other way counts as inactive or inconclusive. Unless noted, % is set by controls: 0 for no effect and ±100 for the full control effect; potency is the fitted concentration of half-maximal effect. Not all compounds are listed (hit frequency here may not be typical).
SMILES,RECQ1 inh,TR SRC2 fluor cs,GoLoco inh red,KDM4E inh,TRb SRC2 PPI,Tau ThT inhib,Tau fibril FP,L3MBTL1 inh
COc1ccc(-c2nc(NC(=O)C3CC(=O)N(c4ccc5c(c4)OCCO5)C3)sc2C)cc1 (centres undefined),12.0%,-1.8%,57.3%[activator],1.9%,-4.6%,-12.2%,?,?
COC(=O)c1cc2ccsc2n1CC(=O)N(C)C1CCCCC1,14.2%,-4.8%,7.8%,-4.8%,0.5%,-10.2%,-1.2%,nt
CCOc1ccc(NS(=O)(=O)c2c(C)nc3sc(CC)nn3c2=O)cc1,nt,-0.5%,nt,nt,-3.5%,-1.6%,-1.7%,2.6%
COc1ccccc1NS(=O)(=O)c1cc([N+](=O)[O-])ccc1N/N=C/c1c(C)[nH]c2ccccc12,-5.1%,-0.8%,180.9%[activator],-2.0%,-2.3%,3.16µM*,?,nt
O=C(O)CN1C(=O)S/C(=C\c2cccnc2)C1=O,-8.6%,-2.3%,-3.6%,-20.2%,0.0%,nt,?,nt
O=C(NCCN1CCN(c2ccccc2)CC1)c1cccn2c(=O)c3cc(Cl)ccc3nc12,-1.2%,-10.5%,12.0%,-18.6%,-6.6%,-12.2%,3.3%,nt
CN(C)C(/C=C/Nc1ccc(C#N)cc1)=C(C#N)C#N,-9.8%,1.1%,8.4%,?,-9.9%,-3.8%,-8.8%,-10.7%
c1ccc(-c2ccc(Oc3cc(N4CCOCC4)nc(-c4ccccc4)n3)cc2)cc1,i,1.2%,12.6%,4.7%,2.1%,-9.7%,3.4%,-2.7%
O=C(/C=C/c1cc[n+](CC(=O)c2ccc3cccc4c3c2CC4)cc1)c1ccc2cccc3c2c1CC3,?,3.3%,41.4%[activator],?,13.9%,nt,-13.3%,nt
O=C(Cn1c(SCc2ccccc2)nc2ccccc21)N1CCOCC1,-7.8%,-1.3%,5.0%,5.8%,-3.9%,-9.0%,-0.5%,4.3%
CCOC(=O)c1c(-c2ccc(C)cc2C)csc1NC(=O)c1ccccc1Cl,nt,-16.2%,nt,nt,-9.5%,-8.2%,-7.0%,nt
Cc1ccc(SCc2nc(-c3ccc(C(=O)NCc4ccc(Cl)cc4)cc3)oc2C)cc1,nt,1.2%,nt,nt,3.5%,7.2%,-13.7%,nt
CCOc1ccc(-c2cc(CCCC(=O)NCCc3ccc(OC)c(OC)c3)no2)cc1,nt,1.0%,nt,nt,11.9%,?,2.7%,nt
Cc1ccc(S(=O)(=O)N2CCOC2CNC(=O)C(=O)NCc2cccnc2)cc1 (centres undefined),-9.8%,-0.6%,-2.8%,-1.9%,-5.9%,-4.7%,0.7%,2.9%
CC(C)COC(=O)C1C2C=CC3(CN(C(C)c4ccc(Br)cc4)C(=O)C13)O2 (centres undefined),-1.1%,-1.6%,-2.2%,-6.6%,-17.3%,0.9%,2.6%,-3.0%
N#Cc1ccc(C(=O)Nc2cccc3cccnc23)c(F)c1,-0.5%,-2.5%,5.8%,-2.2%,5.9%,-7.7%,-2.6%,-4.4%
COc1cccc(-c2cc(C(=O)Nc3cccnc3)no2)c1,9.7%,-3.0%,4.6%,-1.1%,-5.7%,-14.5%,-0.8%,nt
CN(C)S(=O)(=O)c1ccc(-c2csc(N/N=C/c3ccc(O)cc3)n2)cc1,-5.0%,-3.4%,5.6%,-18.8%,8.0%,14.1µM*,-5.7%,-11.4%
O=C(CSc1nccn1-c1ncc(C(F)(F)F)cc1Cl)c1ccc(Br)cc1,i,2.6%,6.5%,3.8%,4.1%,14.1µM*,?,2.3%
Cn1cc(C(=O)N2CCc3ccccc32)cn1,-5.4%,-2.2%,14.1%,0.3%,0.9%,-8.2%,5.9%,5.5%
O=C(Nc1ccnc(=O)[nH]1)c1sc2ccccc2c1Cl,21.2%,-4.5%,3.0%,-7.3%,-3.0%,?,-7.4%,nt
CCOC(=O)c1c(C)[nH]c(C(=O)N/N=C\c2ccccc2O)c1C,-5.9%,-18.3%,3.8%,?,4.9%,-4.4%,8.7%,-7.0%
COc1ccc(NC(=O)CC2COc3ccccc3O2)c(OC)c1 (centres undefined),0.0%,-1.8%,3.6%,-1.5%,4.5%,?,11.4%,-5.8%
O=C(NCc1ccco1)c1cccc(-c2nnc(-c3ccccc3)o2)c1,?,-4.1%,7.5%,-1.5%,4.8%,-5.8%,1.6%,nt
NCCCC[C@H](N[C@@H](CCc1ccccc1)C(=O)O)C(=O)N1CCC[C@H]1C(=O)O,-1.7%[25.9 µM],-3.4%[53 µM],10.6%[21.6 µM],2.5%[25.5 µM],2.6%[53 µM],nt,nt,4.3%
COC(=O)C(NNc1ccccc1)(NC(=O)c1ccccc1F)C(F)(F)F (centres undefined),i,-0.3%,4.6%,4.8%,1.9%,?,-15.1%,-6.3%
CCCCNC(=S)NNC(=O)c1csc(C)c1CC,i,-0.3%,10.6%,6.2%,-0.6%,-13.6%,-7.2%,-2.0%
Cc1ccc(-n2nnnc2CCl)cc1,-5.8%,-1.4%,1.5%,4.7%,-0.3%,-3.6%,-0.2%,52.1%[activator]
COc1cc(CNCCO)ccc1OC1CCCC1,?,-0.7%,-9.9%,4.1%,-1.5%,-0.4%,-2.6%,nt
S=C(Nc1ccc(Nc2ccccc2)cc1)Nc1ccccn1,23.4%,-0.3%,31.8%[activator],4.0%,-9.8%,2.2%,1.1%,-22.9%

# Complete entries, looked up by structure. Order of values: RECQ1 inh | TR SRC2 fluor cs | GoLoco inh red | KDM4E inh | TRb SRC2 PPI | Tau ThT inhib | Tau fibril FP | L3MBTL1 inh
# Profile of COc1cc(CNCCO)ccc1OC1CCCC1 : ? | -0.7% | -9.9% | 4.1% | -1.5% | -0.4% | -2.6% | nt
# Profile of S=C(Nc1ccc(Nc2ccccc2)cc1)Nc1ccccn1 : 23.4% | -0.3% | 31.8%[activator] | 4.0% | -9.8% | 2.2% | 1.1% | -22.9%
# Profile of CCOC(=O)c1c(C)[nH]c(C(=O)N/N=C\c2ccccc2O)c1C : -5.9% | -18.3% | 3.8% | ? | 4.9% | -4.4% | 8.7% | -7.0%
# Profile of O=C(NCc1ccco1)c1cccc(-c2nnc(-c3ccccc3)o2)c1 : ? | -4.1% | 7.5% | -1.5% | 4.8% | -5.8% | 1.6% | nt

# Going on with the list:
SMILES,RECQ1 inh,TR SRC2 fluor cs,GoLoco inh red,KDM4E inh,TRb SRC2 PPI,Tau ThT inhib,Tau fibril FP,L3MBTL1 inh
CCN(CC)S(=O)(=O)c1ccc(C(=O)N2CC(=O)Nc3ccc(F)cc3C2c2ccccc2)cc1 (centres undefined),nt,-2.1%,nt,nt,3.8%,-5.2%,0.8%,nt
CN(C)/C=C1\SC(=S)N(c2ccc(Br)cc2)C1=O,31.6µM*,31.6µM*[fluorescent],-116.8%,2.7%,?,nt,-1.0%,nt
O=C(c1cc(S(=O)(=O)N2CCOCC2)ccc1Cl)N1CCN(c2ccccn2)CC1,-0.3%,-3.2%,7.5%,3.9%,4.1%,0.8%,6.9%,4.7%
CCOC(=O)C1C(=O)CC(C)(O)C(C(=O)OCC)C1c1cccs1 (centres undefined),i,-5.2%,2.2%,6.5%,0.6%,-8.3%,-5.4%,nt
Cc1sc(NC(=O)c2ccco2)c(C(c2cccnc2)N2CCN(CCO)CC2)c1C (centres undefined),i,-2.7%,-5.1%,1.3%,5.6%,-7.3%,0.7%,nt
Cc1cccc(C)c1NC(=O)C(C)N1CCCCC1 (centres undefined),-8.5%,2.8%,9.0%,0.5%,3.5%,10.2%,2.6%,4.7%
COc1ccc2[nH]c(=O)c(C(c3nnnn3C(C)(C)C)N(Cc3ccco3)CC3CCCO3)cc2c1 (centres undefined),-2.0%,2.5%,0.6%,?,-7.0%,?,-13.3%,-4.9%
Cc1csc(NC(=O)CSc2nnc(NC(=O)COc3ccc(Cl)cc3)s2)n1,-6.5%,-3.0%[53 µM],37.0%[activator],-1.7%,-1.1%[53 µM],-4.7%,-0.3%,-0.6%
COc1ccccc1N(C)C(=O)Cn1c(=O)oc2cc(S(=O)(=O)N3CCCC3)ccc21,nt,-1.7%,nt,nt,-4.5%,1.8%,-4.3%,nt
O=C(CCCOc1ccccc1)Nc1ccccc1C(F)(F)F,-3.6%,5.7%,6.2%,1.3%,-5.0%,-3.5%,-1.5%,8.4%
Cc1cc(C)cc(-n2nnn(C3C/C(=N/NC(N)=S)C4OCC3O4)c2=S)c1 (centres undefined),-5.7%,3.0%,10.7%,-1.9%,2.9%,-1.7%,2.4%,nt
CC(=O)Nc1ccc(SCC(=O)c2cc(C)n(Cc3cccs3)c2C)cc1,-1.0%,-1.0%,6.5%,9.2%,5.9%,8.9%,-9.2%,-1.9%
CCC(O)CNC(=O)CCc1nnc(C2(c3ccc(Cl)cc3)CCC2)o1 (centres undefined),i,-6.6%,-1.8%,-7.7%,-8.9%,1.8%,-5.4%,3.3%
CCCn1c(=O)c(F)cn(Cc2ccc(OC)c([N+](=O)[O-])c2)c1=O,-13.2%,-1.3%,-2.7%,8.8%,-4.4%,0.8%,-0.7%,5.4%
CCc1ccc(NCc2cc3cc4c(cc3n(CC(=O)Nc3ccc(C)cc3)c2=O)OCO4)cc1,nt,0.7%,nt,nt,-0.5%,7.2%,12.4%,nt
COc1cc(OC)c(N(C)C(=O)c2cn(C)c(=O)c3cc(OC)c(OC)cc23)cc1Cl,nt,1.5%,nt,nt,8.6%,-6.5%,2.0%,nt
O=C(Nc1ccccc1)c1nn(-c2ccccc2)c(=O)cc1C(F)(F)F,-3.1%,-2.4%,-18.2%,-4.5%,8.9%,-5.9%,0.7%,-4.7%
C=CCn1c(COc2ccc(Cl)cc2)nnc1SCC(=O)NCC(=O)OCC,0.0%,1.2%,11.6%,-3.7%,7.9%,-17.7%,-6.2%,-3.8%
CN(C(=O)COC(=O)c1nc(-c2ccccc2)n(-c2ccccc2)n1)C1CCS(=O)(=O)C1 (centres undefined),i,-2.8%,6.6%,-2.6%,3.8%,-0.3%,3.0%,9.4%
Cc1ccc(NC(=O)C(=O)c2c(-c3ccccc3)cc3ccccn23)cc1S(=O)(=O)N1CCOCC1,-7.4%,0.8%,18.9%,9.0%,8.3%,?,-2.0%,nt
CC(NC(=O)CCC(=O)c1ccc(F)cc1)C1CC2CCC1C2 (centres undefined),-5.1%,-0.8%,9.7%,1.9%,-4.3%,-1.4%,3.2%,2.1%

# Screens: PubChem, National Center for Advancing Translational Sciences (NCATS)
